# Screening data from PubChem.
# OX1R antagonist – antagonists of human orexin 1 receptor; CHO/OX1R cells, Fluo-8 calcium fluorescence, orexin A; inhibition, % at 5 µM; 330,000 tested, 0.43% active; AID 434989;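 active means inhibition above its plate's threshold, mean inhibition of all tested compounds on the plate plus 3 SD, cut at about 37% in these data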;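 further: 0% = orexin A challenge wells and 100% = SB-334867-A antagonist wells; not every result past the cut was called active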
# Target sequence (O43613 whole entry, looked up): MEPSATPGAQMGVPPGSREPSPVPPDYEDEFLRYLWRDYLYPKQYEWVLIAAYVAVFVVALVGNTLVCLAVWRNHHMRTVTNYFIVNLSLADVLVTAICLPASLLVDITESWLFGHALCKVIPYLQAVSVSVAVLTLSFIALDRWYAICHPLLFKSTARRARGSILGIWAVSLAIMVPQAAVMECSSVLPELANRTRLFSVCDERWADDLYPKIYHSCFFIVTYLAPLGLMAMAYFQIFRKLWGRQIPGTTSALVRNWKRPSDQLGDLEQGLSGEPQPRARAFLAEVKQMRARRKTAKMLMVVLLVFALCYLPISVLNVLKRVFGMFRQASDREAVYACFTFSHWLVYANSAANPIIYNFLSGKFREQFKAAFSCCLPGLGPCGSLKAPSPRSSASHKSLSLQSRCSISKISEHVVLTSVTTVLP
# CHT PAM – allosterically activates the human high affinity choline transporter | Q9GZV3 | CHT-expressing cells, membrane potential dye, choline EC20; stronger effect = higher value; LV-AA mutant CHT in HEK293 cells | B-score at 10 µM | 310,000 tested, 0.49% active | AID 488977;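 active means initial fluorescence not abnormally high and integrated response B-score, plate-corrected, over 3 SD above library mean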
# Target sequence (Q9GZV3 whole entry, looked up): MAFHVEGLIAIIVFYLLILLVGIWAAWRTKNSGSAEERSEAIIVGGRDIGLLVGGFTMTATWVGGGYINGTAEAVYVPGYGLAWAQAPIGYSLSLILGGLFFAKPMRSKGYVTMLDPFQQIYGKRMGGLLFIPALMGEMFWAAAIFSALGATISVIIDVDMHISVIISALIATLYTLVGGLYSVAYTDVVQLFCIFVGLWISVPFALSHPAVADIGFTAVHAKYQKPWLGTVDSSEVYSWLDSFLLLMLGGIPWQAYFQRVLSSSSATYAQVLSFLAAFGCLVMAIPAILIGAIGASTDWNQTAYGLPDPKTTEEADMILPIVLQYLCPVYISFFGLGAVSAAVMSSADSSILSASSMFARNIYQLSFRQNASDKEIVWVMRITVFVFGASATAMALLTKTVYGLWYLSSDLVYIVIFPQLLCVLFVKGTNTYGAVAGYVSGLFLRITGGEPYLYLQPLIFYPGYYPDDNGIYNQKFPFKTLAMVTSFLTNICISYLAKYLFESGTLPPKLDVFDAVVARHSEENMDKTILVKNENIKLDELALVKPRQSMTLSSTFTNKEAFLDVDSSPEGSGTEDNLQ
# The depositor's hits bear a star; i = inactive; · = not tested or not shown.
smiles	OX1R antagonist	CHT PAM
CC(C)C(NS(=O)(=O)c1cccc2nsnc12)C(=O)Nc1nccs1 (centres undefined)	-11	i
COCCOC(=O)c1c(C)n(C)c2ccc(OC(=O)N3CCOCC3)cc12	-13	i
CCOc1ccc(NC(=O)CN(c2ccc([N+](=O)[O-])cc2)S(=O)(=O)c2ccccc2)cc1	-10	i
OCCSc1nnc(Nc2ccccc2)s1	-1	i
Cc1nccn1CCC(=O)O	4	i
CCOC(=O)CN1CC23C=CC(O2)C(C(=O)N2CCN(c4ccc(F)cc4)CC2)C3C1=O (centres undefined)	-1	i
CCOC(=O)N1CCN(S(=O)(=O)c2c(C)cc(C)cc2C)CC1	-24	i
COc1ccccc1-n1ccnc1SCC(=O)NC1CCCC1	-12	i
CCCCN(CCO)c1ncnc2sc(-c3ccccc3)cc12	-29	i
NC(=O)c1ccc(NC(=O)COC(=O)c2ccc3ccccc3n2)cc1	-17	·

# (continued)
smiles	OX1R antagonist	CHT PAM
COCc1nc2ccccc2n1CCOc1ccccc1OC	-20	i
N#Cc1cnc(Oc2ccc(Cl)cc2)nc1N	-24	i
O=C1CC2(CCCC2)CC(=O)N1CCCCN1CCN(c2ncccn2)CC1	-10	i
CC(C)c1nnc(NC(=O)CCC(=O)N2CCN(c3ccc(Cl)cc3)CC2)s1	-45	i
C#CCOCCOCCOCCNc1nc(N2CCN(C(=O)C([C@@H](C)O)n3cc([C@@H](N)CCCCN)nn3)CC2)nc(N2CCN(C(=O)[C@H](CCCCN)n3cc(CN)nn3)CC2)n1 (some centres undefined)	-8	·
CC(C)CN1CC(COCc2ccccc2)Oc2ccccc2S1(=O)=O (centres undefined)	-1	·
COc1ccc(N(C(=O)Cc2cccs2)C(C(=O)NC2CCCC2)c2ccncc2)cc1OC (centres undefined)	-15	i
O=C1c2ccccc2C(=O)N1CCSc1ccccc1	-37	i
Cc1ccc(C(=O)C(C)OC(=O)c2nc(Cl)ccc2Cl)cc1 (centres undefined)	-33	i
Cc1ccc2[nH]cc(CCNC(=O)C3CCCO3)c2c1 (centres undefined)	-12	i

# Structures from the list above that have an aryl methoxy group (3):
smiles	OX1R antagonist	CHT PAM
COc1ccccc1-n1ccnc1SCC(=O)NC1CCCC1	-12	i
COCc1nc2ccccc2n1CCOc1ccccc1OC	-20	i
COc1ccc(N(C(=O)Cc2cccs2)C(C(=O)NC2CCCC2)c2ccncc2)cc1OC (centres undefined)	-15	i

# Continued:
smiles	OX1R antagonist	CHT PAM
Cn1c(=O)c2c(=O)cc(NNC(=O)C(C)(C)C)[nH]c2n(C)c1=O	-5	i
C/C(CC(=O)Nc1ccc(Cl)cn1)=N\NC(=O)Cc1cccs1	-33	i
COCc1c(C(=O)N/N=C\c2ccccn2)nnn1-c1nonc1N	-8	i
CN(C(=O)c1cccc(Nc2ccc(-c3ccc4c(c3)OCCO4)nn2)c1)C1CCCCC1	-5	i
CCOc1ccc(C(=O)CC(C(=O)O)N2CCCCC2)cc1 (centres undefined)	-16	·
CC(=O)N(C1CC(C)C(C#N)(C#N)C1(C#N)C#N)N(C)C (centres undefined)	-18	i
CCC(C)NS(=O)(=O)c1ccc(NS(=O)(=O)c2ccc(F)cc2)cc1 (centres undefined)	-11	i
COc1ccccc1CNc1cc(CSc2ccc(Cl)cc2)nc(C)n1	-8	i
Cc1cccc(C(C)(C)C)c1OCCCCN1CCCC1	-12	i
Cc1cc(C)n(-c2nc3ccccc3nc2N2CCN(S(=O)(=O)c3ccc4ccccc4c3)CC2)n1	-20	i

# Following part
smiles	OX1R antagonist	CHT PAM
CN(C)CCn1c2c(c(SCC(=O)NCc3ccccc3)nc1=O)CCC2	-6	i
CC(=O)c1cccc(NC(=O)CNC(=O)c2sc3ccccc3c2Cl)c1	-32	i
CCOC(=O)CSc1nccc(N(C)C)c1C#N	-14	i
CCn1cc(CN2CCC(n3nccc3NC(=O)c3ccccc3C)CC2)c(C)n1	-7	i
CCN(CCCNC(=O)CCC(=O)N1CCOc2ccccc21)Cc1ccccc1	-15	i
Nc1cccc(-n2nnnc2CN2CCOCC2)c1	-6	i
CC(C)Cn1c(N)c(C(=O)COC(=O)CCc2nc3ccccc3s2)c(=O)n(C)c1=O	40	i
Cc1ccc(CC2C(=O)N(c3ccc(F)cc3)C(=O)C2C)cc1 (centres undefined)	2	i
C/C(=N\Nc1ccc([N+](=O)[O-])cc1)c1ccc(O)cc1	11	i
CC1CCC(NC(=O)C(=O)Nc2ccc3c(c2)OCO3)CC1 (centres undefined)	-15	i

# Next part:
smiles	OX1R antagonist	CHT PAM
O=C(CSc1nnc(-c2cccnc2)n1C1CCCCC1)NC1CCCC1	-1	i
Cc1cc(C)nc(-n2nc(C)c(C3(O)C(=O)Nc4ccccc43)c2N)n1 (centres undefined)	-2	i
c1cc2c(cc1-n1cnnn1)OCO2	-1	i
CCNC(=O)n1cc(-n2cncn2)c(-c2ccccc2)n1	-2	i
CCOC(=O)CC(NC(=O)CCc1c(C)nc2ncnn2c1C)c1ccc(C)cc1 (centres undefined)	-15	i
NC(=O)CSc1nnc(-c2ccc(S(=O)(=O)N3CCCC3)cc2)o1	-7	i
O=C1CCC2(C(=O)O)Sc3ccccc3N12 (centres undefined)	3	i
Nn1c(SCC(=O)NCC2CCCO2)nnc1-c1ccc(OC(F)F)cc1 (centres undefined)	-4	i
CC(C)c1cc(NC(=O)CSc2nnc(-c3ccccc3F)n2C)on1	-30	i
CCOC(=O)c1ccc(N=C2SC(C(=O)Nc3ccc(C(=O)O)cc3)CC(=O)N2Cc2cccs2)cc1 (centres undefined)	35	i

# The list continues:
smiles	OX1R antagonist	CHT PAM
CCCOc1cc(CC(=O)NCc2ccco2)ccc1OC	-13	i
Cc1cc(-c2nnc(SCC(=O)Nc3nccs3)o2)no1	-2	i
COCCN(C(=O)c1ccc(-c2ccc(Cl)cc2)o1)c1c(N)n(Cc2ccccc2)c(=O)[nH]c1=O	-26	i
COc1cccc(CNn2cnnc2)c1OCc1ccc(F)cc1	-15	i
CCCCCC/C(C)=C1/SC(=S)NC1=O	14	i
Cc1ccc(C)c(NC(=O)c2cc3ccccn3n2)c1	-33	i
CCOc1ccc(S(=O)(=O)NCCCn2ccnc2)cc1NC(C)=O	0	i
COC(=O)C1=C(C)NC(C)=C(C(=O)OCC(C)C)C1c1ccccc1[N+](=O)[O-] (centres undefined)	-27	i
O=C(NC(=S)NCc1ccncc1)c1ccccc1	-2	i
O=C(NCc1ccc2c(c1)CCO2)Nc1cccc(C(F)(F)F)c1	5	i

# (more compounds)
smiles	OX1R antagonist	CHT PAM
COc1ccccc1N1CCN(/N=C/c2ccc(OC)c(OC)c2OC)CC1	-12	i
CCOC(=O)Cc1nnc(Nc2ccc(C(=O)NC)cc2)c2ccccc12	-11	i
C=CCn1cnc2sc(C(=O)Nc3ccccc3OC)c(C)c2c1=O	-4	i
CSc1ccccc1NS(=O)(=O)c1cccc2nonc12	8	i
O=C(Cc1cccs1)Nc1ccc(F)c(F)c1	14	i
O=C(COC(=O)c1ccc[nH]c1=O)NCCc1ccc(Cl)cc1Cl	4	i
CCCN1CCN(C(c2cc3cc4c(cc3[nH]c2=O)OCO4)c2nnnn2C(C)(C)C)CC1 (centres undefined)	-15	i
C=CCn1c(O)c(N=NC(=S)Nc2ccc(OC)cc2)c2ccccc21	-5	i
COc1ccc(C(=O)/C=C/c2ccc(OC)c(COc3ccccc3F)c2)cc1	-42	i
COc1ccc(C(=O)N2CCN(S(=O)(=O)N3CCOCC3)CC2)cc1OC	-16	i

# (more compounds)
smiles	OX1R antagonist	CHT PAM
NC(=O)c1ccccc1N1CCCCC1	-4	i
Cc1ccc(S(=O)(=O)Nc2nccs2)cc1[N+](=O)[O-]	-9	i
COc1cc(OC)cc(C(=O)NCC(=O)OCc2csc(-c3ccccc3)n2)c1	-13	i
C=C(C)c1cccc(C(C)(C)NC(=O)NCc2ccc(OC)cc2)c1	-2	i
O=C(NCCC1=CCCCC1)c1cc(S(=O)(=O)N2CCOCC2)ccc1Cl	-7	i
COc1ccccc1NCC(=O)NC(=O)NC1CCCCC1	-5	·
CCN(CC)C(=O)Cn1cc(C(=O)C(=O)N2CCN(Cc3ccc4c(c3)OCO4)CC2)c2ccccc21	-24	i
COc1ccc(C(=O)Cn2c(=O)oc3ccc(C)cc32)cc1	-10	i
O=C(CCNC(=O)c1ccc(Cl)cc1)NCC(c1ccco1)N1CCCCC1 (centres undefined)	-34	i
O=S(=O)(NCc1ccc(F)cc1)c1cc(Br)ccc1Br	-13	·

# Other structures:
smiles	OX1R antagonist	CHT PAM
CC(C)CCN1CCN(Cc2nc(-c3ccccc3)cs2)CC1CCO (centres undefined)	-12	i
CN(Cc1ccccc1)C(=O)c1ccc2c(c1)OCO2	-8	i
CCOc1ccccc1N1CCN(C(=O)c2ccc(S(=O)(=O)Nc3ccccc3)cc2)CC1	45*	·
CCC(=O)Nc1nonc1-c1nc2ccccc2n1CCC(C)C	-40	i
CCCN=C1N(CC)C[C@@H]2[C@@H]3C(=O)N(Cc4ccccc4)C(=O)[C@@H]3[C@](C)(C(=O)OC)N12	0	·
CC(=NCCc1c(C)[nH]c2ccc(C)cc12)C1=C(O)CC(c2ccccc2)CC1=O (centres undefined)	-22	i
COc1ccc(/C(=C\Nc2ccc(C)c(C)c2)C(C)=O)cc1OC	-37	i
O=C(N/N=C/c1ccc(Cl)c([N+](=O)[O-])c1)c1cc(-c2ccc3c4c(cccc24)CC3)n[nH]1	-10	i
Cc1c(C(=O)OCC[N+]2(C)CCCCC2)oc2ccccc12	-12	i
Cc1ccc(C)c2[nH]c(=O)c(CCNC(=O)CC(C)C)cc12	-3	i

# Next results.
smiles	OX1R antagonist	CHT PAM
O=C(CSc1nnc(-c2ccc(O)cc2)o1)Nc1ccc2c(c1)OCCO2	-12	i
COCC(=O)Nc1nnc(-c2cccs2)s1	1	i
O=C(OCC(=O)N1CCCC1=O)C1CCN(S(=O)(=O)c2c(Cl)cccc2Cl)CC1	-11	i
COc1cccc(OC)c1C(=O)NC(C)c1ccccc1 (centres undefined)	-19	i
Cc1ccccc1N1CC(C(=O)N2CC(C)CC(C)C2)CC1=O (centres undefined)	-14	i
C(=N\Nc1ncnc2sc3c(c12)CCC3)/c1cccs1	-30	i
COc1ccccc1Oc1cc(-n2nc(C)cc2C)ncn1	-16	i
CCOCCCNC(=O)N[C@H](C(=O)OC)C(C)CC (some centres undefined)	-2	i
CCNc1nc(N)nc(Oc2ccc(OCCOc3ccc(Cl)cc3Cl)nn2)n1	-22	i
CC(=O)Nc1ccc(S(=O)(=O)NC2(C(F)(F)F)NC(=O)N(c3ccc(C)cc3)C2=O)cc1 (centres undefined)	4	i

# Next part:
smiles	OX1R antagonist	CHT PAM
Cc1cc2c(cc1S(=O)(=O)NCCc1ccc(Cl)cc1)OCC(=O)N2	-22	i
CCOc1ccc(NC(=O)CN(C)C(=O)c2ccc(NC3CC3)c([N+](=O)[O-])c2)cc1OCC	-29	i
CC(NC(=O)COC(=O)Cc1ccsc1)c1ccccc1 (centres undefined)	-4	6.4*
COc1ccccc1C(=O)NCC(=O)NCCCN1CCOCC1	-6	·
CCn1c(P(C)(=O)O)nc2cc(NC(=O)c3ccccc3Cl)ccc21	-8	i
COc1ccc(-c2nc3c(s2)CN(S(C)(=O)=O)CC3)cc1OC	·	i
CCN(C(=O)COC(=O)c1ccc([N+](=O)[O-])o1)c1cccc2ccccc12	-10	·
CC(=O)N1CCN(C(=O)c2cccc(S(=O)(=O)N3CCN(c4ccccc4)CC3)c2)CC1	-5	·
O=C(c1ccc([N+](=O)[O-])cc1)N1CCCC1	-10	i
O=C(CCn1cccn1)Nc1ccc2c(c1)OCCO2	-15	i

# Continued:
smiles	OX1R antagonist	CHT PAM
Cc1ccccc1NC(=O)/C(=C/c1cccs1)NC(=O)c1ccco1	0	i
CCOC(=O)N1CCN(C(=O)CN(c2cccc(C)c2)S(=O)(=O)c2ccc(C)cc2)CC1	-22	i
NS(=O)(=O)c1ccc(CCNC(=O)CN2CCN(S(=O)(=O)c3ccccc3F)CC2)cc1	15	·
C=CC(C)Sc1nc2c(c(=O)n(C)c(=O)n2C)n1Cc1ccccc1Cl (centres undefined)	-26	i
COc1ccc(C(C)(C)C)cc1S(=O)(=O)N1CCN(C)CC1	-17	i
COc1ccc(/C=C(\NC(=O)c2ccccc2)C(=O)OC[C@@H]2CCC[N+]3(C)CCCCC23)cc1OC (some centres undefined)	-17	i
O=C(Nc1ccc2oc(=O)ccc2c1)c1ccc2ccccc2c1	-26	i
CCN(CC)CC(=O)NN(Cc1ccccc1)c1ccccc1	-1	i
COc1cc(/C=C2\Oc3ccc(C#Cc4ccc(O)cc4)cc3C2=O)cc(OC)c1	17	·
CCCC(=O)N(c1ccc(OCC)cc1)C1C=CS(=O)(=O)C1 (centres undefined)	2	i

# Four entries out of the list, arranged by formula weight, highest first:
smiles	OX1R antagonist	CHT PAM
CCOC(=O)c1ccc(N=C2SC(C(=O)Nc3ccc(C(=O)O)cc3)CC(=O)N2Cc2cccs2)cc1 (centres undefined)	35	i
CC(=NCCc1c(C)[nH]c2ccc(C)cc12)C1=C(O)CC(c2ccccc2)CC1=O (centres undefined)	-22	i
O=C(CSc1nnc(-c2cccnc2)n1C1CCCCC1)NC1CCCC1	-1	i
COc1ccccc1-n1ccnc1SCC(=O)NC1CCCC1	-12	i

# (next part)
smiles	OX1R antagonist	CHT PAM
CCCS(=O)(=O)C(=C(Nc1ccccc1)Nc1ccccc1)S(=O)(=O)CCC	-33	i
CC(C)Cc1nnc(NC(=O)c2ccncc2)s1	-5	i
CCc1nccn1CCC(=O)N1CCCC(N2CCN(c3ccccc3C)CC2)C1 (centres undefined)	-55	i
CC(=O)c1ccc(-c2ccccc2OC(F)(F)F)o1	-9	i
OC(COc1ccc2c(c1)OCO2)CN1CCc2ccccc2C1 (centres undefined)	18	i
